Compound activity as filed in PubChem BioAssay.
PAFAH2 inh = PAFAH2 (human) inhibition. Q99487. recombinant PAFAH2, FP-rhodamine activity probe, fluorescence polarization. inhibition, % at 3.39 µM. hit rate 0.99% among 340,000. AID 492956;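 active = inhibition above the mean over all tested compounds plus 3 SD, cut at about 30% in these data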;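 also: inhibitors block probe labeling of enzyme so polarization drops; 0% = enzyme with DMSO and 100% = wells lacking PAFAH2 protein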
HCV core dimer = blocks dimerization of HCV core protein; TR-FRET GST/Flag-core106 dimerization, 1536-well; inhibition, % at 5 µM; hit rate 0.33% among 300,000;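 active = inhibition above the mean of all tested compounds plus 3 SD, set per screening campaign, cut at about 45% in these data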
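System – GST-tagged and Flag-tagged HCV core protein residues 1-106 · Repeats – one well for each compound · Technique – TR-FRET 671 and 617 nm emission · Doses – one concentration, 5 µM, in 0.5% DMSO · Times – 4 h, 22.5 °C incubation · Also added – Eu donor and XL665 acceptor anti-tag antibodies · Measure – percent inhibition of core106 dimerization signal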
PP1 counter = blocks human PP1-alpha phosphatase, a PP5 counter-screen | P62136 | purified PP1alpha, OMFP fluorescence | inhibition, % at 6.7 µM | hit rate 0.9% among 320,000 | AID 2235;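 active = inhibition above the mean inhibition of all tested compounds plus 3 SD, computed separately for each screening campaign, cut at about 15% in these data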
Target sequence (P62136 whole entry, looked up): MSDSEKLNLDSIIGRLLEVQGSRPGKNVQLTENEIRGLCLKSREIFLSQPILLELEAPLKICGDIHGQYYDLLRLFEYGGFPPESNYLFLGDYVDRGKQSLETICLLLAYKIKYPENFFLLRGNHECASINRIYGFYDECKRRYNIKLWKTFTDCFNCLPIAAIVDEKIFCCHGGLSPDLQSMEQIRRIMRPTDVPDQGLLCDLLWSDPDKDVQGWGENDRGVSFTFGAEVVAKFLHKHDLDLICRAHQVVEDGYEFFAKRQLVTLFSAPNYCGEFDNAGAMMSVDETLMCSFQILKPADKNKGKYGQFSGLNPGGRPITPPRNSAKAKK
procasp3 activ = procaspase-3 (human) activation. P42574. hit rate 0.11% among 330,000. AID 463141. activation, % at 8.5 µM. recombinant procaspase-3 D3A, Ac-DEVD-pNA absorbance 405 nm;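 active = activation above the mean of all tested compounds plus 3 SD, cut at about 21% in these data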;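 also: 0% = DMSO alone and 100% = DMSO wells spiked with extra 5 µM PC-3 D3A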
Target sequence (P42574 whole entry D9A/D28A/D175A): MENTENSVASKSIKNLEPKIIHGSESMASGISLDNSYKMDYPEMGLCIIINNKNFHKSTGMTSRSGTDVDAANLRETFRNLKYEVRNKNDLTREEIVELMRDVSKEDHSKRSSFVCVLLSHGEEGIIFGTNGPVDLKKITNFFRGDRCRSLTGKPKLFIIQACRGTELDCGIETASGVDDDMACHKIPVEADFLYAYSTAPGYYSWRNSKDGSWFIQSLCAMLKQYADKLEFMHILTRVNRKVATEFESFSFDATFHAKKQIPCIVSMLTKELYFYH
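Assay system: Autoprocessing-dead procaspase-3 D3A mutant enzyme; also added: Ac-DEVD-pNA; doses: one concentration, 8.5 µM nominal, 0.8% DMSO; times: 1 h compound preincubation, 2 h substrate hydrolysis at 25 °C; technique: 405 nm absorbance of p-nitroaniline, reads at 0 and 120 min; measure: % activation between DMSO and enzyme-spiked controls; repeats: single replicate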
procasp7 counter = activates human procaspase-7, counter-screen for procaspase-3 activators. P55210. recombinant procaspase-7, Ac-DEVD-pNA absorbance 405 nm; D23A/D198A/D206A triple mutant, cannot self-cleave; scale: DMSO 0, 5 µM enzyme 100. activation, % at 8.5 µM. hit rate 0.093% among 330,000;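 active = percent activation above the screen-wide mean plus 3 SD, cut at about 25% in these data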
Target sequence (P55210 whole entry D23A/D198A/D206A): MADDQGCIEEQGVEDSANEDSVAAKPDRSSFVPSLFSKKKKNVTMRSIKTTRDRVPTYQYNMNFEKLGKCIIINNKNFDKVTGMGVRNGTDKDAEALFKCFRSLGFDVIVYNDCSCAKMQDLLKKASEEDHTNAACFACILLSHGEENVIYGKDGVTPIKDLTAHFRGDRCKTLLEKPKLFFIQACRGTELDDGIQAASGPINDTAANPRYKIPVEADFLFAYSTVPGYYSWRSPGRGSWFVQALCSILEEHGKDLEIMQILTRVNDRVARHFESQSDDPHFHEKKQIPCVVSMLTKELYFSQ
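Detection: p-Nitroaniline absorbance at 405 nm, read at 0 and 120 min; system: Uncleavable procaspase-7 mutant enzyme; evaluation: % activation from two-timepoint absorbance difference, scaled to controls; times: 1 h enzyme–compound preincubation and 2 h substrate reaction, both 25 °C; buffer or medium: Zinc-free HEPES pH 7.4 with 300 mM NaCl, 0.01% Triton X-100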
CTSL1 counter = blocks F. hepatica cathepsin L1 in PFM18AAP counter-screen; recombinant F. hepatica cathepsin L1, Z-Leu-Arg-MCA fluorescence; hit rate 0.49% among 300,000; AID 1906; inhibition, % at 5.96 µM;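 active = inhibition above the mean of all tested compounds plus 3 SD, set per screening campaign, cut at about 17% in these data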;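 also: 0% = plate median of test compound wells and 100% = 1 µM Z-Phe-Ala-diazomethylketone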
AHR act = activates the human aryl hydrocarbon receptor | AHR-responsive luciferase reporter cells, luminescence | activation, % at 5 µM | hit rate 2.5% among 320,000; in the data active = activation above about 47%;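 also: 0% = vehicle wells and 100% = reference agonist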
PP5 primary = inhibitors of human protein phosphatase 5 (PP5); P53041; inhibition, % at 6.7 µM; hit rate 0.18% among 320,000; purified PP5c, OMFP substrate fluorescence;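 active = inhibition above the campaign's mean inhibition across all tested compounds plus 3 SD, cut at about 9.5% in these data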;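 also: 0% = DMSO only and 100% = 100 µM cantharidin control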
TPT1 inhibitor = blocks Candida albicans tRNA 2'-phosphotransferase; recombinant caTPT1, FP RNA substrate dephosphorylation; hit rate 0.81% among 300,000; inhibition, % at 5 µM;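 active = inhibition above the mean of all tested compounds plus 3 SD, set per screening campaign, cut at about 24% in these data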;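 also: plate controls were DMSO alone for no effect and ferristatin control at 100 nM for full effect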
Active calls of the source: *; / = no result given. Outcome played no part in choosing rows. Share with any hit: about 5.6%.

Molecule	CTSL1 counter	HCV core dimer	PP1 counter	AHR act	procasp7 counter	TPT1 inhibitor	procasp3 activ	PP5 primary	PAFAH2 inh
Cc1ccccc1N1CCN(c2ccc(NC(=O)C3CCCCC3C(=O)O)cc2)CC1 (configuration not stated)	1	-12	2	-1	-12	-5	-3	0.3	6
O=C(NCCN1CCOCC1)c1cc(-c2cccc(Cl)c2)on1	-2	-1	1	3	10	1	10	2.7	-8
Cc1nnc(SCCN2CCOCC2)n1-c1cccc(Cl)c1	-1	0	-2	-1	1	0	3	3.2	-3
Cc1ccc(-c2nn(-c3ccc(F)cc3)cc2C(=O)N2CCN(C3CCS(=O)(=O)C3)CC2)cc1 (configuration not stated)	/	/	-3	4	3	/	-5	0.4	-6
Cc1ccc(C(=O)OCn2nnc3ccccc3c2=O)cc1[N+](=O)[O-]	-10	4	-2	4	5	2	4	0.9	6
Cc1cc(OCC(=O)NCC2CCC(C(=O)O)CC2)c2c(C)c(Cc3ccccc3)c(=O)oc2c1 (configuration not stated)	-2	2	-1	0	-7	-3	9	0.0	4
COc1ccc(CNCCCSc2ncccn2)cc1OC	-2	-6	-2	-2	-10	-1	-3	0.0	1
COc1ccc(NC(=O)OCCn2c([N+](=O)[O-])cnc2C)cc1	0	-7	-2	12	9	3	4	2.5	3
Cc1ccc(NC(=O)CCCNC(=O)c2ccc(Cl)cc2)nc1	-1	-3	-1	-3	-4	-1	2	0.6	4
COc1cc(/C=N/Nc2nc(Nc3ccccc3)nc(N3CCCCC3)n2)ccc1OCC(=O)O	-1	7	10	37	-22	-1	-17	-1.1	-2
Cc1nc(C(=O)NNC(=O)c2ccc(Cl)cc2)c(C(F)(F)F)o1	4	1	-6	0	-3	-3	2	-0.8	4
O=C(N/N=C\c1cc2c(cc1Cl)OCO2)c1cccnc1	3	-9	1	80*	-3	0	2	3.0	-2
O=C(CN(c1ccccc1)S(=O)(=O)c1ccc(F)cc1)NC1CCS(=O)(=O)C1 (configuration not stated)	0	-3	-3	-2	6	3	0	-0.5	1
Cc1noc(C)c1COC(=O)c1cc(S(=O)(=O)N2CCOCC2)ccc1Cl	/	/	/	-2	15	/	8	/	-5
O=C(O)CN(c1ccccc1F)S(=O)(=O)c1ccccc1	1	-1	4	-1	10	-3	-1	0.2	0
CC(C)N1CCN(Cc2nc3ccccc3s2)CC1CCO (configuration not stated)	1	-6	-2	7	9	4	4	-1.3	5
CN(Cc1ccccc1)C(=O)[C@@H]1CCCN1S(=O)(=O)c1ccc(Cl)cc1	-2	-7	-2	1	1	-7	-1	0.3	-1
COCCN1CCN(Cc2nc(Cc3ccc(OC)c(OC)c3)no2)CC1	2	4	-3	-3	2	4	-4	-1.5	3
NC(=S)NN=C1c2cc(S(=O)(=O)N3CCOCC3)ccc2-c2ccc(S(=O)(=O)N3CCOCC3)cc21	3	-9	-2	2	-17	-1	-8	4.9	-11
COc1ccc(OC)c(NC(=O)CSc2nc3ccccc3c(=O)n2CC2CCCO2)c1 (configuration not stated)	1	6	0	2	-2	0	3	1.3	3
Cc1cc(F)ccc1N1CCC(N2CCN(C(C)C)C(CCO)C2)CC1 (configuration not stated)	0	-6	-1	1	11	0	1	0.4	-10
NC(=O)CC1NC(=O)c2ccccc21 (configuration not stated)	-2	1	2	-1	7	-4	-19	-1.4	7
CCN(c1ccccc1)S(=O)(=O)c1ccc(C(=O)N2CCCC(C(F)(F)F)C2)cc1 (configuration not stated)	-1	5	-5	-3	-2	-3	11	-0.5	5
COc1cccc(C2C3=C(CCCC3=O)NC3=C2C(=O)c2ccccc23)c1 (configuration not stated)	-4	-10	-6	2	-3	4	6	2.6	/
COCCCNC(=O)c1cc(C)nn1-c1ccccc1	5	-4	-4	2	-3	0	0	0.6	-4
CC(O)CNc1nc2c(c(=O)n(Cc3ccccc3)c(=O)n2C)n1C (configuration not stated)	-1	3	-3	2	1	3	-1	-1.7	-3
Cc1cccc(/N=C/c2ccccn2)n1	2	-4	-6	-1	5	-2	-1	-1.8	6
Cc1cc(C(=O)CSc2nc(N)cc(=O)[nH]2)ccc1F	-2	-2	-2	3	4	0	-8	0.5	0
O=C(c1ccc(-n2ccnc2)cc1)N1CCCC(CO)(Cc2cccc(Cl)c2)C1 (configuration not stated)	-4	8	-7	20	-2	-3	-4	1.2	1
COc1ccc(CN(C)CC(=O)Nc2ccccc2C(F)(F)F)cc1	2	5	-3	0	10	-5	7	1.1	2
O=C(CSc1ccccc1C(=O)NCCCN1CCCC1=O)NCc1ccco1	-4	-10	1	5	-9	-1	-9	-1.4	8
CN1CCN(c2ccccc2NC(=O)c2ccc([N+](=O)[O-])cc2Cl)CC1	6	1	-9	6	9	5	-1	-1.1	2
COc1ccc(S(=O)(=O)NC(C)C(=O)NCc2ccco2)cc1OC (configuration not stated)	-2	6	-1	-1	3	2	-7	0.8	4
O=C(NCc1ccco1)C1CCCCN1S(=O)(=O)c1ccc(F)cc1 (configuration not stated)	1	4	-4	-3	-1	-1	-1	-0.2	9
O=C(CC1NCCNC1=O)Nc1cc(Cl)cc(Cl)c1 (configuration not stated)	-1	-5	0	16	-4	-2	-2	0.6	1
O=C(/C=C/c1ccccc1)NC(=O)c1ccccc1O	-1	3	-4	-3	13	2	0	-1.0	1
O=[N+]([O-])c1cc(Cl)cc(/C=N/NC(=S)Nc2cc(S(=O)(=O)N3CCOCC3)ccc2Cl)c1O	2	16	8	2	-7	4	2	3.9	85*
CCSc1nc(-c2cccnc2)ccc1C#N	6	0	0	21	-3	-1	9	-0.5	-10
COc1ccc(NC(=O)c2ccc(NC(=O)c3ccncc3)cc2)cc1	-1	9	-2	-2	1	-4	1	3.3	-13
CCOc1ccc(-c2cc(C(=O)N3CCC(C)CC3)c3ccccc3n2)cc1	5	8	4	18	0	-1	-2	0.7	7
CCC(NS(=O)(=O)c1cn(C)nc1C)c1ccccc1 (configuration not stated)	-1	-2	-3	3	11	1	0	1.6	0
COc1ccc(-n2cnnc2SC(C)C(=O)Nc2cccc([N+](=O)[O-])c2)cc1 (configuration not stated)	-2	2	-2	0	4	1	3	-3.1	-4
CC(C)(C)OC(=O)N1CCC[C@H]1c1nnc(SCc2cccc(Cl)c2)o1	3	1	0	-3	4	3	-4	4.0	-2
CC(C)(C)n1nnnc1C(c1cccs1)N1CCN(Cc2ccccc2)CC1 (configuration not stated)	2	-3	3	6	4	0	1	-0.1	1
O=C(CSc1nnc(-c2ccccc2)n1-c1ccc(Cl)cc1)N/N=C/c1ccco1	-2	2	4	3	8	1	6	0.9	-8
Clc1ccc(Cn2nc(-c3ccccc3)nc2-c2ccccc2)cc1	-1	-3	1	7	5	-4	-3	5.2	-2
Cc1ccc2oc(C(=O)Nc3nonc3C)c(C)c2c1	-2	1	-2	-5	1	-1	2	0.1	-2
CN(CCCCCCCCCCN(C)C(=O)Oc1cccc([N+](C)(C)C)c1)C(=O)Oc1cccc([N+](C)(C)C)c1	-5	-7	-4	0	-3	0	14	-0.4	-6
Cc1cc(C)nc(NNS(=O)(=O)c2c(F)cc(F)cc2Br)n1	/	/	/	2	-1	/	1	/	5
CCCCCc1ccc(-c2cn(Cc3ccc4ccccc4c3)nn2)cc1	-4	3	1	12	-4	-2	0	4.3	2
C/C(=N\Nc1nc2ccccc2[nH]1)c1cccs1	1	-31	-5	43	0	1	3	2.3	-3
CCOC(=O)N1CCC(NCCNC(=O)c2ccc(F)cc2)CC1	/	/	2	2	2	/	-3	3.3	0
COC(=O)Cc1c(C)nc2nc(NCc3c(F)cccc3Cl)[nH]n2c1=O	0	-4	-3	-1	9	3	12	-0.7	5
O=C(OC1CCCCC1)c1ccc(NC(=O)c2ccco2)cc1	9	2	6	-10	-10	0	-7	-10.0	-3
CCOCC(=O)Nc1cc(C)on1	-7	-4	-3	0	11	4	6	-0.9	-3
CCCCN1C(=O)NC(NS(=O)(=O)c2ccc(N)cc2)(C(F)(F)F)C1=O (configuration not stated)	-2	-6	2	-2	1	2	-8	0.6	0
CCN1C(=O)[C@H]2[C@@H](c3ccc(-c4ccc(OC)cc4)cc3)N[C@@](C)(C(=O)OC)[C@H]2C1=O	1	1	11	0	-2	-1	4	2.0	3
Cc1ccc(OCCn2c(=O)oc3ccc(C)cc32)cc1	2	3	1	-4	1	-1	-7	1.1	5
CCN(CC)S(=O)(=O)c1ccc2[nH]cc(C(=O)NCCCN3CCCCC3)c(=O)c2c1	0	0	0	0	-7	1	-3	-2.6	3
O=C(c1ccccc1F)N1CCN(S(=O)(=O)c2ccc(Br)cc2)CC1	1	9	-2	0	9	-3	10	-0.2	1

The listing continues.
Molecule	CTSL1 counter	HCV core dimer	PP1 counter	AHR act	procasp7 counter	TPT1 inhibitor	procasp3 activ	PP5 primary	PAFAH2 inh
CCc1nc(SCCO)c2oc3ccccc3c2n1	-1	1	-1	11	0	2	-7	2.8	-2
C/C(=N\NC(=O)c1ccoc1C)c1ccccc1	7	-1	3	-3	12	-2	8	0.5	/
COc1cc(COCC(O)CN2CCOCC2)cc(OC)c1OC (configuration not stated)	-2	0	1	3	-5	4	-4	1.5	-1
O=C(O)c1ccc2c(c1)OCCCO2	-3	-1	-3	0	3	-1	-6	-0.7	-3
CCn1c(SCC(=O)Nc2ccc3c(c2)OCO3)nnc1C1CC1	-1	8	1	20	1	1	11	1.8	6
Brc1ccccc1-c1nnc(SCc2nc3ccccc3s2)o1	-2	5	1	39	-1	3	-8	0.7	-6
Cc1ccc(C(C)(C)C)cc1S(=O)(=O)N1CC(=O)Nc2ccccc21	1	1	8	3	-4	3	-2	1.1	-3
COC(=O)c1c(NC(=O)c2ccc(S(=O)(=O)N3CCOCC3)cc2)sc2c1CCN(C)C2	2	-2	-2	6	-5	0	-8	5.3	/
O=C(Cn1cnc2ccccc21)N/N=C/c1cccs1	-4	3	-6	8	8	-4	0	0.0	-6
CCCn1c(=O)[nH]c(=O)c2c1nc(-c1cc([N+](=O)[O-])ccc1Cl)n2CCOC	-1	-2	1	0	-2	-1	17	2.1	-4

An excerpt from above, limited to PP1 counter and PAFAH2 inh.
| SMILES | PP1 counter | PAFAH2 inh |
| --- | --- | --- |
| CCn1c(SCC(=O)Nc2ccc3c(c2)OCO3)nnc1C1CC1 | 1 | 6 |
| Brc1ccccc1-c1nnc(SCc2nc3ccccc3s2)o1 | 1 | -6 |
